# High-throughput results from PubChem BioAssay.
# FN deposit inh – fibronectin deposition inhibition | AH1F fibroblasts, Alexa488-fibronectin deposition fluorescence, overnight | inhibition, % at 12.6 µM | 350,000 compounds, 0.086% hits | AID 743247;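 active = mean inhibition across replicates of 30% or more, regardless of how many single replicates reach that level; inconclusive = mean under 30% yet at least half of replicates reach 30%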;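 also: positive control wells lacked labelled fibronectin entirely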
#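 Material – AH1F fibroblast monolayer, labelled fibronectin deposition · Reagent – labelled fibronectin 24 nM · Timing – 1 h adhesion, overnight exposure · Measured by – fluorescence at 485 nm excitation, 525 nm emission · Read-out – inhibition of fibronectin deposition signal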
# PGC1a acetyl inh – lowers PGC1a acetylation signal in U2OS cells; 350,000 compounds, 0.17% hits; AlphaScreen anti-acetyl-lysine; with virally co-expressed GCN5 acetyltransferase; inhibition, % at 15.6 µM;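 active = every replicate shows inhibition of at least 40%; inconclusive = mean inhibition at least 40% but some replicate below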;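 also: 0% = neutral control wells and 100% = positive control wells; some results beyond the cut were filed as inactive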
# Cneo AK release – Cryptococcus neoformans lysis via adenylate kinase release. C. neoformans lysis, adenylate kinase release luminescence, 4 h; normalised: neutral wells 0, clomiphene wells 100. lysis activity, % at 15 µM. 360,000 compounds, 0.2% hits;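 active = mean lysis activity across replicates of at least 80%, whatever share of replicates individually reach that level; inactive = mean lysis activity below 80%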
#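 read-out = cell lysis signal | test system = log-phase Cryptococcus neoformans yeast cells | input = cells at 5 × 10^6 per mL | medium = fresh YPD growth medium | signal = luminescent adenylate kinase detection reagent | timing = 4 h at 37 °C static, read 1 h later | dosing = single dose | controls = Clomiphene as positive lysis control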
# PglD DTNB – inhibitors of Campylobacter jejuni PglD acetyltransferase. purified PglD enzyme, DTNB colorimetric CoA detection. inhibition, % at 12.5 µM. 360,000 compounds, 0.098% hits. AID 602405; in the data active = inhibition above about 16%, passing the limit was not always enough; inconclusive = no clear call, values can overlap the other calls; also: strong numbers were not always called active
# miR122 inh – blocks miR-122 activity in Huh7 sensor cells | Huh7 miR-122 Renilla luciferase sensor, 48 h; neutral wells = 0, positive control = 100 | activation (reporter increase), % at 12.5 µM | 340,000 compounds, 0.3% hits;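 active = mean replicate activation score at least 90 and every replicate individually at or above 90; inconclusive = only one of the two criteria met; inactive = neither criterion met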;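 also: higher luciferase means less miR-122 activity so hits act as miR-122 inhibitors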
# Statin myotox sup – protects C2C12 myotubes from simvastatin toxicity; ATP luminescence, 48 h; scaled: DMSO 0, geranylgeraniol control 100; rescue of ATP level, % at 7.49 µM; 330,000 compounds, 0.78% hits; AID 602340;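 active = mean ATP rescue above about 67%, or every replicate alone reaching that limit, limit read from the data, passing the limit was not always enough; inconclusive = no clear call, values can overlap the other calls; inactive = mean under the limit and some replicate under it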;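 also: myotubes were challenged with 10 µM simvastatin during compound exposure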
# F508del corr – correctors of CFTR F508del function in bronchial epithelial cells; 350,000 compounds, 0.36% hits; AID 720511; CFBE cells, YFP halide quenching; stimulated with forskolin plus potentiator P3; % fluorescence drop versus neutral controls; activity (quench increase), % at 7.58 µM;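 active = mean added fluorescence quench of at least 8% versus neutral control, with both replicates also reaching 8%; inconclusive = only one of the mean or replicate conditions met; inactive = mean below 8% and not both replicates reaching 8%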;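 also: cells transiently co-express mutant CFTR-F508del with the halide-sensitive YFP; corrector assay measuring rescue of mutant channel to the surface after 24 h compound exposure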
# GSIS activator – primary screen for activators of insulin secretion dependent on glucose, INS-1E cells, GLuc reporter luminescence. activation, % at 16.6 µM. AID 743287. 370,000 compounds, 0.61% hits. INS-1E GLuc reporter insulin secretion, 2-3 h;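 active = lowest replicate activation of at least 40%, so every replicate reaches that level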;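 also: 0% = median of neutral control wells and 100% = median of IBMX positive control wells; some compounds called inactive have numbers as strong as hits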
# * = called active by the depositor; ? = inconclusive; · = no result given; [ ] = remark or other dose. These rows are one share of the data. The share of hits here may be higher or lower than overall.
# Values run as follows: FN deposit inh	PGC1a acetyl inh	Cneo AK release	PglD DTNB	miR122 inh	Statin myotox sup	F508del corr	GSIS activator
1	Nc1cccc(SC2CC(=O)N(c3ccc(Cl)cc3C(=O)c3ccccc3)C2=O)c1 (centres undefined)
  3	-6	-1	1	2	4	0.6	-19
2	O=S1(=O)N(CCN2CC=C(c3c[nH]c4cc(F)ccc34)CC2)c2cccc3c2N1CCC3
  4	-1	2	2	-11	-54	-1.3	-7
3	O=c1c2ccccc2nc(-c2ccccc2)n1-c1ccccc1
  -5	-3	2	2	-2	-7	0.0	-2
4	CCCCn1c(O)c(C(C)=Nc2ccc3c(c2)CCC3)c(=O)[nH]c1=O
  -6	7	-1	4	2	·	1.8	-5
5	CCC12CN3CCN(CC(C3)/C1=N/NC(=O)c1ccncc1)C2
  6	-15	1	1	-1	2	3.2	23
6	O=C(Nc1ccc(Cl)cc1)N1CC1
  -2	15	3	0	-3	3	-3.3	-5
7	Cc1ccc(S(=O)(=O)c2nc(-c3ccccc3Cl)oc2N(C)C2CCN(C)CC2)cc1
  6	-32	-1	1	-18	-43	-2.8	·
8	c1ccc(CNC2=NCCS2)cc1
  ·	-17	-1	0	-1	·	·	·
9	Fc1ccc(C2NCCc3[nH]cnc32)cc1 (centres undefined)
  ·	2	1	2	0	26	·	4
10	O=C1NC(=O)N(c2ccccc2)C(=O)/C1=C/C=C/c1ccco1
  -16	-5	2	-4	-2	35	-3.1	-9
11	COc1ccc(CC2(CCc3ccncc3)C(=O)NC(=O)NC2=O)cc1
  -2	5	·	·	·	-1	0.6	2
12	COc1cc(OC)c(OC)cc1CNCCc1cccc(F)c1
  10	10	2	1	-2	2	3.8	-1
13	Clc1cccc(CN2CCCCC2c2cccnc2)c1 (centres undefined)
  ·	2	-2	3	3	-9	3.9	35
14	CC(C)(C)n1cc(C(=O)c2ccccc2)cc1-c1ccccc1
  7	·	-2	-2	·	-3	-0.5	2
15	CCOP(=O)(OCC)C(NC(C)=O)C(Cl)(Cl)Cl (centres undefined)
  13	7	0	1	1	0	·	·
16	O=c1[nH]c(=O)n(Cc2ccccc2)c(O)c1C=NCCN1CCNCC1
  1	7	14	3	-3	-2	·	·
17	CC(C(=O)O)N(C(=O)c1ccccc1)c1ccc(F)c(Cl)c1 (centres undefined)
  4	-9	2	0	4	3	-2.0	-1
18	Cc1cccnc1NC1=NCC(C)S1 (centres undefined)
  ·	-3	-1	3	0	·	·	9
19	O=[N+]([O-])c1cc(Cl)c(Cl)cc1Cl
  ·	-13	0	-1	2	4	-2.2	4
20	COC(=O)C1=C(c2ccc(OC)c(OC)c2)C[C@@H]2CC[C@H]1N2C(=O)NCCc1ccccc1
  0	-14	-1	-2	-1	3	1.7	-6
21	CCCCn1c(=O)c(C(=O)Nc2ncccc2C)c(O)c2ccccc21
  11	18	-5	3	6	5	-1.6	·
22	Cc1ccc(-c2nc3ccccc3c(=O)n2-c2ncccc2C)cc1
  ·	·	-3	2	8	-3	·	11
23	O=C(c1ccc(Cl)cc1)C1CCCN(Cc2cccc3cnccc23)C1 (centres undefined)
  -10	3	-2	0	5	11	-1.9	-62
24	O=[N+]([O-])c1ccc(N2CCOCC2)c2cccnc12
  -3	·	-2	-1	·	·	7.6	75*
25	COC(=O)C1=C(c2ccc(OC)c(OC)c2)C[C@@H]2CC[C@H]1N2C(=O)NCCOc1ccccc1Cl
  1	13	-2	4	-1	0	4.5	0
26	CC(N)Cc1c[nH]c2c1ccc1ccccc12 (centres undefined)
  -8	-6	-2	10	7	0	-3.5	-6
27	CC(=NCCc1c[nH]c2ccccc12)c1c(O)n(Cc2ccccc2)c(=O)[nH]c1=O
  0	-18	4	5	-9	-3	2.4	-1
28	Cc1cccn2c(=O)c3c(nc12)N1CCCCC1C1(C3)C(=O)N(C)C(=O)N(C)C1=O (centres undefined)
  -3	11	9	-6	1	·	0.4	·
29	O=S(=O)(c1ccccc1)N1CN2CCN(C2)C1
  ·	9	1	6	-2	·	·	9
30	COC(=O)C1=C(c2ccccc2OCc2ccccc2)C[C@@H]2CC[C@H]1N2C(=O)NC1CCN(Cc2ccccc2)CC1
  2	6	5	-1	-6	-15	1.0	-35

# Of the compounds above, these have a nitro group on carbon:
# Values run as follows: FN deposit inh	PGC1a acetyl inh	Cneo AK release	PglD DTNB	miR122 inh	Statin myotox sup	F508del corr	GSIS activator
19	O=[N+]([O-])c1cc(Cl)c(Cl)cc1Cl
  ·	-13	0	-1	2	4	-2.2	4
24	O=[N+]([O-])c1ccc(N2CCOCC2)c2cccnc12
  -3	·	-2	-1	·	·	7.6	75*

# New compounds follow
No.	smiles	FN deposit inh	PGC1a acetyl inh	Cneo AK release	PglD DTNB	miR122 inh	Statin myotox sup	F508del corr	GSIS activator
31	CN1C(=O)C(=Cc2cn(CC(=O)N3CCCC3)c3ccccc23)C(=O)N(C)C1=O	2	-11	-1	1	-1	5	-3.8	-1
32	CC(=O)OCC12CC(OC(=O)CC(C)C)C(C)=CC1OC1C(O)C(OC(C)=O)C2(C)C12CO2 (centres undefined)	9	74*	·	·	-4	·	-4.8	-14
33	CC(C)C12CN3CCN(CC(C3)C1O)C2 (centres undefined)	1	3	8	2	-6	-22	·	16
34	CC12CCC3C(CC=C4CC(O)CCC43C)C1CC(=CN1CCOCC1)C2=O (centres undefined)	·	2	-2	-1	·	0	2.2	-19
35	CCN(CC)c1ccc(/C=C2\C(=O)NC(=O)N(Cc3ccco3)C2=O)cc1	-3	6	·	·	0	4	·	-8
36	Cn1cc(C(=O)OCC(=O)NC2CCCC2)c2ccccc21	-3	1	0	1	-2	9	0.5	46
37	COC(=O)C1=C(c2ccc(F)cc2OCc2ccccc2)C[C@@H]2CC[C@H]1N2C(=O)N1CCC(O)CC1	·	2	-3	3	-1	-6	·	·
38	COc1cc(OC)c(OC)cc1/C=C1/C(=O)NC(=O)N(Cc2ccccc2)C1=O	-6	7	3	0	·	·	-0.9	9
39	CC(=O)N1N=C2C3CCN(CC3)C2C1c1ccc(C)cc1 (centres undefined)	-1	·	0	-2	-5	-2	4.4	17
40	Nc1ccc(CC2=NCCN2)cc1	·	·	·	·	1	-8	-0.6	0
41	O=c1[nH]c(=S)n(C2CC2)c(O)c1C=Nc1cccc(C(F)(F)F)c1	-5	4	7	-1	1	7	·	28
42	COC(=O)C1=C(C(=O)OC)C2c3ccccc3C1c1ccccc12	·	-13	-1	2	7	-2	-2.2	·
43	CCOP(=O)(OCC)C(O)c1ccc(OC)c(OC)c1 (centres undefined)	·	-1	0	3	2	·	·	·
44	C1=C(c2ccccc2)CCNC1	-1	?	1	4	·	1	2.6	-6
45	COC(=O)C1=C(c2ccc(OC)c(OC)c2)C[C@@H]2CC[C@H]1N2C(=O)NCc1cc(C)oc1C(F)(F)F	6	-7	2	-10	-1	8	7.4	-21
46	CC(C)c1ccc(-n2c(O)c(C=NCCN3CCNCC3)c(=O)[nH]c2=S)cc1	5	-1	4	-3	-5	-5	2.6	-1

# Compound profiles (already shown):
# CCOP(=O)(OCC)C(O)c1ccc(OC)c(OC)c1 (centres undefined) as listed: FN deposit inh = ·; PGC1a acetyl inh = -1; Cneo AK release = 0; PglD DTNB = 3; miR122 inh = 2; Statin myotox sup = ·; F508del corr = ·; GSIS activator = ·
# C1=C(c2ccccc2)CCNC1 as listed: FN deposit inh = -1; PGC1a acetyl inh = ?; Cneo AK release = 1; PglD DTNB = 4; miR122 inh = ·; Statin myotox sup = 1; F508del corr = 2.6; GSIS activator = -6
# Nc1ccc(CC2=NCCN2)cc1 as listed: FN deposit inh = ·; PGC1a acetyl inh = ·; Cneo AK release = ·; PglD DTNB = ·; miR122 inh = 1; Statin myotox sup = -8; F508del corr = -0.6; GSIS activator = 0

# Additional compounds:
No.	smiles	FN deposit inh	PGC1a acetyl inh	Cneo AK release	PglD DTNB	miR122 inh	Statin myotox sup	F508del corr	GSIS activator
47	CC1OC(NCCc2ccccc2)C(O)C(O)C1O (centres undefined)	3	-7	1	6	-2	26	·	·
48	C(=NC12CN3CN(CN(C3)C1)C2)c1cccs1	·	-6	0	-2	-2	-28	-1.8	-7
49	O=P(O)(O)/C=C(\Cl)c1ccccc1	-5	-8	0	-4	-4	-6	·	·
50	N#Cc1cn(C2OC(CO)C(O)C2O)c2ncnc(N)c12 (centres undefined)	7	-5	·	·	-19	·	-3.0	5
51	CN1CCc2nc3sc(C(=O)NC(C)(C)C)c(N)c3cc2C1	-3	-1	0	-1	-1	-12	·	·
52	O=C(Cc1ccccn1)N1CCCCN2[C@H](CO)[C@H](c3ccc(-c4ccccc4)cc3)[C@H]2C1	·	0	-2	-1	-5[16.7 µM]	·	-0.1	8
53	CC12CN3CC(C)(CN(C1)C3c1ccco1)C2=O (centres undefined)	·	-5	0	3	-7	2	·	·
54	O/N=C1/C(=C\c2ccccc2)N2CCC1CC2	12	-7	·	·	2	-60	·	9
55	S=C(NCCc1ccccc1)N1Cc2cc(N3CCOCC3)ccc2-n2nncc2C1	20	-4	-1	-4	64	-3	-4.2	-7
56	CC(=O)Nc1ccccc1C(=O)OCc1ccc(C(=O)c2ccccc2)cc1	2	10	-12	1	0	34	·	-23
57	O/N=C1\CCC2CN(C3CCCCC3)CC2C1 (centres undefined)	·	-11	6	4	3	-2	·	5
58	COc1ccc(OCC(=O)N2CCCC(N3CCN(c4ccccc4C)CC3)C2)cc1 (centres undefined)	-7	·	47	-2	·	·	-0.4	5
59	Cc1ccc2nc3c(cc2c1)CC1(C(=O)N(C)C(=O)N(C)C1=O)C1COCCN31 (centres undefined)	·	5	-4	1	-11	-2	·	·
60	CC(=NCCCN1CCOCC1)c1c(O)n(Cc2ccccc2)c(=O)[nH]c1=O	1	-4	4	4	-3	-4	·	·
61	CC(=O)OC1CC(OC2C(O)CC(OC3C(O)CC(OC4CCC5(C)C(CCC6C5CCC5(C)C(C7=CC(=O)OC7)C(O)CC65O)C4)OC3C)OC2C)OC(C)C1OC1OC(CO)C(O)C(O)C1O (centres undefined)	9	?	·	·	76	·	-3.1	-1
62	CNP(=S)(NC)OCCOc1ccc(OC)cc1	·	2	2	0	4	·	·	·
63	CNC(=O)c1cccn(Cc2ccc(C(F)(F)F)cc2)c1=O	-5	-68	·	·	-4	13	-0.5	-5
64	COc1ccc(CC2(CCc3ccccn3)C(=O)NC(=O)N(c3ccccc3C)C2=O)cc1OC (centres undefined)	1	1	·	·	5	·	-2.1	9
65	CCC1(C)CC(CCNCc2ccc(N(C)C)cc2)(c2ccc(F)cc2)CCO1 (centres undefined)	-2	7	-5	5	4	-51	1.3	-46
